LDHA block: LDHA (human) enzyme inhibition. activity change, % (values are at about 110 or 230 µM). purified LDHA, NADH/diaphorase-resazurin fluorescence; active compounds read low. AID 1347041. 480,000 tested, 0.15% active. P00338; in the data active = activity change below about -30%; inconclusive = mostly about -25% to -30%;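 also: plate controls were DMSO wells for no effect and wells without enzyme for full effect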
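Human LDH5 (2 nM) was incubated with 0.06 mM NADH and 0.2 mM pyruvate for 5 min at room temperature in Tris pH 7.4. Remaining NADH was coupled through diaphorase/resazurin, and resorufin fluorescence was read at 0 and 20 min.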
* marks the source's active call; other numbers are inactive results; ? = inconclusive.

SMILES	LDHA block
COc1ccc(C(=O)Oc2ccccc2)cc1Br	8.7
CCc1ccc(C(CNC(=O)c2nc(-c3ccccc3)oc2C)N(C)C)cc1 (stereo not drawn)	-6.1
CC(C)N1C(=O)c2ccccc2NC(=O)C1C(=O)NCc1ccccc1 (stereo not drawn)	-12.0
NC(=O)COc1cccc(NC(=O)CCc2ncc(-c3ccccc3)o2)c1	-0.7
CCOC(=O)c1c(C)c(CCC(=O)NCCN2CCN(C)CC2)c(C)n1C	25.0
S=C(Cc1ccccc1)SC/C=C/c1ccccc1	-2.2
O=C(NC1CCCC1)C(C1CC1)n1c(-c2ccncc2)nc2ccccc21 (stereo not drawn)	-2.9
CCc1ccccc1NC(=O)N1CCC(N2CCN(Cc3ccccn3)C(=O)C2=O)CC1	-8.0
N#Cc1ccccc1-n1cccc1	-2.4
CC(NC(=O)NOCc1ccccc1)c1ccc(C#N)cc1 (stereo not drawn)	-3.3
CC(Oc1ccc(Cl)cc1)C(=O)NC(C)c1ccccc1 (stereo not drawn)	-10.5
COc1ccc(CNC(=O)CN(c2cccc(Cl)c2Cl)S(=O)(=O)c2ccccc2)cc1	-1.3
CC1=C(C#N)C(c2cc(Cl)ccc2OC(F)F)C(C#N)=C(C)N1	8.5
COc1ccc(Cl)cc1NC(=O)COc1ccccc1O	-0.7
C#CCNC(=O)CSc1nc2ccccc2nc1C	-5.7
CCc1ccc(OCC(O)Cn2nc(-c3ccc(F)cc3)oc2=O)cc1 (stereo not drawn)	-1.3
CN(C)C(=O)COc1ccc(NC(=O)c2nn(C)c(=O)c3ccccc23)cc1	2.7
Cc1ccc(C)c(-n2c3c(cc(C#N)c2=O)C(=O)CC(c2ccccc2)C3)c1 (stereo not drawn)	-0.4
O=C(CC1CCCC1)NCCc1cccnc1	-2.7
Cc1cccc(C)c1NC(=O)CNC(=O)c1cc2ccc(F)cc2nc1C	-16.3

Retrieved by structure from the list above, 5 records:
SMILES	LDHA block
CC(NC(=O)NOCc1ccccc1)c1ccc(C#N)cc1 (stereo not drawn)	-3.3
CC1=C(C#N)C(c2cc(Cl)ccc2OC(F)F)C(C#N)=C(C)N1	8.5
N#Cc1ccccc1-n1cccc1	-2.4
CCc1ccccc1NC(=O)N1CCC(N2CCN(Cc3ccccn3)C(=O)C2=O)CC1	-8.0
O=C(CC1CCCC1)NCCc1cccnc1	-2.7

A draw from above in order of formula weight, largest number first.
SMILES	LDHA block
CC(Oc1ccc(Cl)cc1)C(=O)NC(C)c1ccccc1 (stereo not drawn)	-10.5
CC(NC(=O)NOCc1ccccc1)c1ccc(C#N)cc1 (stereo not drawn)	-3.3
O=C(CC1CCCC1)NCCc1cccnc1	-2.7

(continued)
SMILES	LDHA block
O=c1cc(CN2CCN(c3ccccc3O)CC2)c2cc(Cl)c(O)cc2o1	6.3
O=C(CCN1C(=O)c2ccccc2S1(=O)=O)Nc1ccc(S(=O)(=O)N2CCCC2)cc1	0.1
O=C(NCc1ccccc1)C(c1ccccc1F)n1c(=O)c(-c2ccco2)nc2ccccc21 (stereo not drawn)	2.4
O=C(OCC(=O)c1ccc(Cl)cc1Cl)c1ccc2ccccc2n1	-1.4
Cc1ccc(NC(=O)c2sc3nc(-c4ccc(F)cc4)cn3c2C)cc1Cl	-5.2
CN(CCOc1ccc(F)cc1)C(=O)c1ccc2ccccc2n1	1.6
Cc1nc2ccccc2nc1CN1C(=O)C2CCCN2C1=O (stereo not drawn)	-2.0
O=C(Nc1c(NC2CCCC2)c2ccccc2oc1=O)c1cccs1	-1.2
CCOc1cc(/C=C/c2nc3ccc(OC)cc3s2)ccc1O	3.3
Cc1ccc2oc(=O)c(S(=O)(=O)N3CCc4ccccc4C3)cc2c1	-2.1
CC1=CC(C)(C)Nc2ccc(OC(=O)C(Sc3ccccc3)c3ccccc3)cc21 (stereo not drawn)	19.6
NC(=O)C(NC(=O)c1cc(-c2ccccc2)n[nH]1)c1ccccc1 (stereo not drawn)	6.5
O=C(CSc1nc2ccccc2o1)N1CCCCC1	-4.2
CCOC(=O)C(NC(=O)C(C)Oc1ccc(Cl)cc1Cl)C(=O)OCC (stereo not drawn)	-2.6
CCOc1ccc(S(=O)(=O)Nc2cc(C(=O)N(C)CC(=O)NC)ccc2N2CCNCC2)cc1	-6.6
CCCOc1ccc(NC(=O)COc2ccccc2OC)c2cccnc12	7.3
CC(NCc1ccccc1)C(=O)C12CC3CC(CC(C3)C1)C2 (stereo not drawn)	-10.8
CC(=O)Nc1ccc(NC(=O)C(Cl)(Cl)Cl)cc1	6.9
O=C(O)/C=C/c1ccc2c(c1)OCCCO2	-3.7
O=C(C[C@H]1CC[C@H]2[C@@H](COC[C@H](O)CN2C(=O)c2ccccn2)O1)N1CCN(c2ccccc2)CC1	-0.5

Five compounds out of the list above, ordered by the value under LDHA block, falling.
SMILES | LDHA block
CC1=C(C#N)C(c2cc(Cl)ccc2OC(F)F)C(C#N)=C(C)N1 | 8.5
NC(=O)C(NC(=O)c1cc(-c2ccccc2)n[nH]1)c1ccccc1 (stereo not drawn) | 6.5
O=C(OCC(=O)c1ccc(Cl)cc1Cl)c1ccc2ccccc2n1 | -1.4
O=C(CSc1nc2ccccc2o1)N1CCCCC1 | -4.2
CCc1ccc(C(CNC(=O)c2nc(-c3ccccc3)oc2C)N(C)C)cc1 (stereo not drawn) | -6.1

(more compounds)
SMILES	LDHA block
CCOc1cc(/C=C2\NC(=O)NC2=O)ccc1OCc1ccc(Cl)cc1	10.3
Cc1ccc(C(=O)Nc2ccc3c(c2)CCC3)s1	4.3
CC(=O)Nc1ccc(OCC(C)C)cc1	2.3
O=C(CCc1ncc(-c2ccc(F)cc2F)o1)NCc1ccc(OC(F)F)cc1	1.7
Cc1cc(-c2nnc(CN3CCN(c4cnn(-c5ccccc5)c(=O)c4Cl)CC3)o2)c(C)o1	1.1
Cc1cc(SCC(=O)NC2(C#N)CCCCCC2)nc2ccccc12	8.1
O=C(COC(=O)C12CC3CC(CC(Br)(C3)C1)C2)Nc1ccc([N+](=O)[O-])cc1Br	1.4
CNC(=O)c1cccc(I)c1	2.3
O=C(Nc1ccccc1Br)c1cc2cc(Br)ccc2oc1=O	-11.2
CC(=O)Nc1ccc(NC(=O)CCNS(=O)(=O)c2ccc3c(c2)CCN3C(=O)C2CC2)cc1	-3.3
COc1ccc(NC2=CC(=O)CC(c3ccc(OC)cc3)C2)cc1 (stereo not drawn)	-0.2
COC(=O)[C@@]1(Sc2ccc(C)cc2)CC(=O)N(c2ccccc2)[C@@H]1c1ccccc1	-2.3
O=C(Nc1ccc(F)cc1F)C1=C(N2CCOCC2)c2ccccc2S1(=O)=O	10.7
COc1ccc(C=O)cc1COc1ccc(C#N)cc1	0.1
COc1ccccc1CNC(=O)Cn1ccc2ccccc21	1.1
CN(Cc1cccs1)C(=O)CC1CCCC1	-11.3
CCc1ccc(NC(=O)CN(c2cccc(C)c2C)S(C)(=O)=O)cc1	1.3
CCOc1ccc(C(C)NC(=O)c2cc(C)ccc2C)cc1OCC (stereo not drawn)	-3.8
N#CCCN(C(=O)CSc1nnnn1-c1ccc(Cl)cc1)c1ccccc1	-18.0
O=C(c1cncc(Br)c1)n1ccccc1=NC1CCCCC1	4.0
CN1CCN(C(=O)C2CCCN(c3nc(Cl)nc4nc[nH]c34)C2)CC1 (stereo not drawn)	3.9
CCCCn1c(N)c(N(CCC)C(=O)Cn2c(CSC)nc3ccccc32)c(=O)[nH]c1=O	-3.3
CN(C)c1ccc(C(=O)/C=C/c2cc3ccccc3nc2N2CCOCC2)cc1	-4.4
COc1ccc(-c2nc3c(s2)CN(C(C(=O)O)c2c[nH]c4cc(CO)ccc24)CC3)cc1OC (stereo not drawn)	3.7
COc1ccccc1-c1nn(CCC(=O)Nc2ccc(F)cc2)c2nc(C)cc(C)c12	7.8
O=C(Nc1ccccc1C(F)(F)F)c1cccc(Cl)c1	-1.9
Cc1ccc(S(=O)(=O)C(C)C(=O)c2ccc(Br)cc2)cc1 (stereo not drawn)	2.8
CC(=O)N1CCC(C(=O)N2c3ccccc3N=C(c3ccc(C(F)(F)F)cc3)C2C(=O)NC(C)C)CC1 (stereo not drawn)	3.6
COc1ccc(Br)c(C(=O)Nn2c(-c3cccc(C)c3)nc3ccccc3c2=O)c1	-5.3
COc1ccccc1SC(C(=O)NC1CC1)c1ccccc1 (stereo not drawn)	-4.3
CC(=O)c1sc(Nc2cc(C)cc(C)c2)nc1C	-2.5
COc1ccc(-c2nc(C#N)c(N3CCN(C(=O)c4cccs4)CC3)o2)cc1	1.2
O=C1NC[C@H](CCCCN2CCN(CCC3CCCCC3)C(=O)C2=O)N(CCc2ccccc2)C1=O	-3.2
O=C(O)c1nnn(-c2ccc(F)cc2)c1C(F)(F)F	-2.6
O=C(Cc1cccc(C(F)(F)F)c1)NCCc1cccnc1	5.6
CC(CO)Nc1nc2c(c(=O)n(Cc3ccccc3Cl)c(=O)n2C)n1C (stereo not drawn)	0.6
CN(C)c1cccc(N2CCN(c3nn4c(=O)c5ccccc5nc4s3)CC2)c1	5.8
COc1ccc(CCNC(=O)Cc2c(C)c3ccc(OC)c(OC)c3oc2=O)cc1	1.7
CC(C)c1ccc(/C=C(\C#N)C(=O)NC2CC2)cc1	5.9
CCc1nc(N2CCN(CCO)CC2)c(C#N)c2c1CCCC2	-4.5
CCC(=O)Nc1ccc(S(=O)(=O)Nc2c(NC3CCCC3)c3ccccc3oc2=O)cc1	-10.3
Cn1c(=O)c2c(nc(NC3CCCCC3)n2Cc2ccccc2F)n(C)c1=O	4.1
COC(=O)C1=C(C)N(C)C(C)=C(C(=O)OC)C1c1ccc(C(F)(F)F)cc1	-0.7
CCC(C)NC(=O)CSc1cc(C)c2ccccc2n1 (stereo not drawn)	-5.9
Fc1ccc(CNCc2cccc3ccccc23)cc1	2.8
CNc1oc(-c2ccc(Cl)cc2)nc1S(=O)(=O)c1ccc2c(c1)OCCO2	-18.6
CNc1nc(-c2sc3ccccc3c2C)cs1	-3.8
O=C(CN(c1cc(Cl)cc(Cl)c1)S(=O)(=O)c1ccccc1)N1CCCC1	-7.7
COc1ccc(Cn2c(Oc3cccc(C)c3)nc3c2c(=O)n(C)c(=O)n3C)cc1	-9.4
Cc1ccccc1C(=O)N1CCN(c2oc(C3CC3)nc2C#N)CC1	4.0
CC(C)(CNC(=O)C1CCN(c2nc3ccccc3o2)CC1)N1CCCCC1	10.6
CC1C(c2ccccc2)=[N+]([O-])C(C)(c2ccc(F)cc2)N1O (stereo not drawn)	?
c1ccc2cc(CNC3CC3)ccc2c1	-1.1
CC(CC(=O)Nc1ccc(F)cc1)(C(=O)O)c1ccccc1 (stereo not drawn)	-11.9
C=CCOc1ccc(NC(=O)c2ccc(C(C)(C)C)cc2)cc1	3.8
CCCN[C@H]1CS(=O)(=O)C[C@@H]1S(=O)(=O)c1ccccc1	-3.4
Cc1ccc(NC(=O)CSc2ncc(-c3ccc(F)cc3)o2)cc1Cl	-0.6
CC(C)(C)C(=O)NCCCC(=O)NC1CCCC1	2.1
Cc1ccccc1N1C(N)=C(C#N)C(c2ccsc2)C2=C1CC(C)(C)CC2=O (stereo not drawn)	13.8
Cc1ccc(-n2nnnc2SCc2ncc(-c3ccccc3)o2)cc1	-1.0

The results go on.
SMILES	LDHA block
CC(C)c1nnc2ccc(N3CCCC(C(=O)NCCc4ccc(F)cc4)C3)nn12 (stereo not drawn)	-4.6
COc1ccc(-c2ccc(C#N)c(SCC(=O)NCCc3ccccc3)n2)cc1	9.5
CCCCn1nnnc1-c1nc2ccccc2[nH]c1=O	5.3
CC(=O)Nc1cccc(C(=O)N(C)C(C)c2cccs2)c1 (stereo not drawn)	1.4
O=C(NCCc1ccc(C(F)(F)F)cc1)C12CC3CC(CC(Cl)(C3)C1)C2	1.7
O=C(CCc1nc(-c2ccccc2)no1)Nc1nc2ccccc2s1	1.0
CCN(Cc1cccs1)Cc1cc(=O)oc2cc(C)c(C)cc12	1.2
C=CCc1cc(/C=C2/NC(=O)NC2=O)cc(OCC)c1OCc1ccc(F)cc1	-1.2
O=Cc1ccc(OCc2cccc3ccccc23)c(Cl)c1	5.7
Cn1c(=O)c2c(nc(CN3CCN(Cc4ccccc4)CC3)n2CCCc2ccccc2)n(C)c1=O	-8.8
Cc1c(C=O)c(C)n(-c2ccccc2)c1C	-6.4
COc1ccc(Oc2coc3cc(OCc4ccccc4Cl)ccc3c2=O)cc1	3.0
NC1C(N)C(N)C1N (stereo not drawn)	0.3
COC(=O)c1ccc(Oc2nc3c(c(=O)n(C)c(=O)n3C)n2Cc2ccc(C#N)cc2)cc1	-1.1
CCCCCn1cnc2c1c(=O)n(C)c(=O)n2C	-0.5
CCCCc1c(-c2cccc(Cl)c2)ncn1CCc1ccccc1OC	4.6
FC(F)Oc1cc(Cl)ccc1C1CC(c2ccc(Br)cc2)n2c(nc3ccccc32)N1 (stereo not drawn)	?
Cc1c(-c2ccccc2)oc2c(C(=O)OCC(=O)NC3CCCC3)cccc2c1=O	0.2
O=C(c1ccc2[nH]ccc2c1)N1CCN(C(=O)c2cc3ccccc3[nH]2)CC1	-1.5
COC(=O)CNC(=O)c1ccc(C)cc1	-4.1
O=C(O)CCC(=O)c1ccc(Cl)cc1	4.0
Cc1ccc2sc(N(Cc3cccnc3)C(=O)c3ccc(C#N)cc3)nc2c1C	2.2
COc1ccc(-c2cc(C(=O)NCCC(=O)N3CCOCC3)c3ccccc3n2)cc1OC	-6.4
CCCCC1Cc2[nH]c(=S)[nH]c(=O)c2C(c2cccc3ccccc23)O1 (stereo not drawn)	0.2
O=C(OC1CCOC1=O)c1ccccc1Nc1ccccc1 (stereo not drawn)	-4.3
COc1ccc(NC2(c3nnnn3-c3ccc(C(C)C)cc3)CCCC2)cc1	14.6
O=C(O)CC12CC3CC(C1)CC(CC(=O)O)(C3)C2	8.4
CCOC(=O)CCCNC(=O)COC(=O)c1nn(C)c(=O)c2ccccc12	0.8
CCCCNC(=O)c1ccc2nc[nH]c2c1	7.1
CN(Cc1ccccc1N1CCCC1)C(=O)c1ccc(S(=O)(=O)N2CCCC2)cc1	-2.7
COc1ccc(-c2[nH]nc3c2C(c2ccc4c(c2)OCO4)CC(=O)O3)cc1 (stereo not drawn)	-10.6

Some of the compounds tested, so the mix of outcomes need not match the whole.
